Assay outcomes (PubChem)
DT40 TDP1 no CPT – qHTS for Inhibitors of human tyrosyl-DNA phosphodiesterase 1 (TDP1): qHTS in cells in absence of CPT | DT40 Tdp1-/- hTDP1 cells, no CPT, ATP luminescence, 48 h | Potency, µM (series often up to 46.2 µM), without a hit: at the top dose activity change, negative = growth inhibition, usual class: inhibitors | actives 15% (n = 420,000); note: nearly all actives have a fitted effect of over 55% in size
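DT40 Tdp1-/-;hTDP1 cells, no CPT (DMSO vehicle only), 400 cells/well; compounds pin-transferred; ≥48 hr, 37 °C; CellTiter-Glo 30 min RT dark, luminescence read.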
TDP1 cell CPT – qHTS for Inhibitors of human tyrosyl-DNA phosphodiesterase 1 (TDP1): qHTS in cells in presence of CPT. chicken DT40 Tdp1-/-;hTDP1 cells + 20 nM CPT, ATP luminescence, 48 h. AID 686979, 2013. actives 12% (n = 420,000). Potency, µM (doses to about 46.2 µM), without a hit: at the top dose activity change, negative = growth inhibition, actives largely listed as inhibitors; note: nearly all actives have a fitted effect of over 55% in size
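Chicken DT40 Tdp1-/- cells stably complemented with human TDP1 were seeded at 400 cells/well in medium containing 20 nM camptothecin, exposed to pin-transferred compounds, and grown at 37 °C for at least 48 hr. Viability was read as ATP luminescence.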
GCN5L2 inh – qHTS Assay for Inhibitors of GCN5L2; Histone acetyltransferase KAT2A (Homo sapiens), Q92830; GCN5L2 HAT assay, ThioGlo1 CoA-SH fluorescence; Potency, µM (highest dose often 58.9 µM), inactives show top-dose activity change, negative = inhibition, usual class: inhibitors; actives 0.21% (n = 390,000)
Target sequence (Q92830 whole entry, looked up): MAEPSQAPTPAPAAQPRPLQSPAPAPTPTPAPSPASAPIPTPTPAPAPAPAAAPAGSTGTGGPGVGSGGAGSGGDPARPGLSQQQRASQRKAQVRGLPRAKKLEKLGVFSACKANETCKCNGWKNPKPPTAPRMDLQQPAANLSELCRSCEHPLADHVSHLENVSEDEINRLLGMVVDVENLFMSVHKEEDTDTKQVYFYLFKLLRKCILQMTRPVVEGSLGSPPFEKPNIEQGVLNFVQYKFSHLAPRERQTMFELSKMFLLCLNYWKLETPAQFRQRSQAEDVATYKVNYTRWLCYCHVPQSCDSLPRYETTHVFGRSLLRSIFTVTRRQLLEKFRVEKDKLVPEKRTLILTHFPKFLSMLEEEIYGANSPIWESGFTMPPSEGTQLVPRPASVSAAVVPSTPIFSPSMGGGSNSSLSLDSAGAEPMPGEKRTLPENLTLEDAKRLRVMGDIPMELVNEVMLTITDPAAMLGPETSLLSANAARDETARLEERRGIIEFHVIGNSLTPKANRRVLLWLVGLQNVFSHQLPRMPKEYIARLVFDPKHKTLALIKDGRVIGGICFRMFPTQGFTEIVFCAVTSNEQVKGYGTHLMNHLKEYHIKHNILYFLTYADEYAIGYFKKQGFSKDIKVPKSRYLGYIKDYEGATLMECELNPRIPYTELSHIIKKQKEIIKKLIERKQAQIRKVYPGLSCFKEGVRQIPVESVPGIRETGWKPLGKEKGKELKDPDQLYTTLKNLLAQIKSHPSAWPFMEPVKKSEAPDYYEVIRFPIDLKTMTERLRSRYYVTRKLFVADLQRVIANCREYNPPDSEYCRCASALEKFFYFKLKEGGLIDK
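GCN5L2 (20 nM) in 50mM HEPES pH 7.5, 0.1mM EDTA, 0.01% Tween-20 preincubated 15 min with compounds at room temperature. Reaction started with H3(1-25) 75uM, acetyl-CoA 70uM, ThioGlo1 50uM; CoA-thiol fluorescence (Ex340/Em540) read at 0 and 20 min.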
* marks the source's active call; other numbers are inactive results; ? = inconclusive; . = not tested or not shown; & = joins results of further samples; [ ] = another dose, or the depositor's remark. Calls come from the whole dose curve; as a rule, active = well fitted curve in the direction sought with a large enough effect; inconclusive = small, poorly fitted or top-dose-only effect, or another doubt; inactive = no such curve, though single readings can be large; an effect the other way counts as inactive or inconclusive. % is set by controls: 0 for no effect and ±100 for the full control effect; potency is the fitted concentration of half-maximal effect.

Below each compound – DT40 TDP1 no CPT, TDP1 cell CPT, GCN5L2 inh
> COc1ccccc1C(=O)OCC(=O)NC(=O)NC1CCCC1
    -7%, 0%, -2%
> CC[C@@H](CO)NCCN[C@@H](CC)CO
    1%[21.1 µM], 0%[21.1 µM], .
> COCCC(=O)N1CCCC(C(=O)c2ccc(C(F)(F)F)cc2)C1 (stereo not given)
    -24%, -22%, -4%
> COc1ccccc1Oc1ccc(N2CC(C(=O)OCC(=O)c3ccccc3)CC2=O)cc1 (stereo not given)
    20%, -11%, -5%
> COc1ccc(OC)c(NC(=O)CCC(=O)Nc2nnc(C(F)(F)F)s2)c1
    -25%, -13%, 2%
> CC1CCCC(NC(=O)COC(=O)COc2ccc(Cl)cc2)C1C (stereo not given)
    -10%, -16%, 0%
> O=C1CN(C(=O)CSc2nc(-c3ccccc3)cs2)c2ccccc2N1
    ?, -18%, 0%
> CC(C)CCNC(=O)c1cccc(-n2cnc3cccnc32)c1
    ?, ?, -3%
> Cc1ccc(S(=O)(=O)/C(C#N)=C/c2c(N3CCOCC3)nc3ccccn3c2=O)cc1
    -3%, 4%, 11%
> CCCN1C(=O)COc2ccc(C(=O)c3ccccc3C(=O)O)cc21
    1%, 3%, 0%
> C=CCOc1ccccc1CNc1ccc2c(c1)OCCO2
    12µM*, 15µM*, -4%
> CC(=O)Nc1ccc(-c2csc(NC(=O)C3CSC4(C)CCC(=O)N34)n2)cc1 (stereo not given)
    ?, -14%, -2%
> Cc1ccc(-c2cc(C(F)F)n3ncc(C(=O)Nc4c(C)nn(Cc5c(Cl)cccc5Cl)c4C)c3n2)cc1
    15µM*, 10µM*, 5%
> COc1ccc(/C=C\c2onc(C)c2S(=O)(=O)N2CCC(C(=O)NCCC(C)C)CC2)cc1
    ?, ?, 0%
> CCc1ccccc1NC(=O)c1nnn(CC(=O)Nc2ccccc2C)c1N
    7%, 1%, -4%
> CC(=O)Nc1ccc(S(=O)(=O)NC(C)CCc2ccccc2)cc1 (stereo not given)
    ?, ?, 3%
> N#Cc1ccsc1NC(=O)COC(=O)CCCSc1nc2ccccc2s1
    -17%, -19%, -17%
> COc1cc(Cl)c(C)cc1NC(=O)CCNC(=O)c1ccco1
    2%, 36%[activator], -5%
> N#C/C(=C\c1ccccc1F)c1nc2ccccc2c(=O)[nH]1
    -10%, -10%, 5%
> Cc1ccc(C(=O)NNC(=O)Cc2ccccc2)cc1
    2%, -3%, 0%
> COc1ccc2[nH]c3c(c2c1)CCN1C(=O)N([C@@H](C)C(=O)NCCc2ccc(F)cc2)C(=O)[C@]31C
    7.3µM*, 23µM*, 2%
> FC(F)(F)c1cc(-c2ccccc2)nc(NCc2cccs2)n1
    ?, ?, -11%
> O=c1[nH]nc(-c2ccc[nH]2)[nH]1
    0%, -4%, .
> Cc1ccc([N+](=O)[O-])c(-c2n[nH]c(=S)n2-c2cccc(Cl)c2)c1
    3%, 19%, 0%
> CCOC(=O)c1cnc(SCC(=O)N2CCN(c3ccccc3)CC2)nc1N
    ?, -13%, -12%
> Cc1c(C#N)c(O)[nH]c(=O)c1N=Nc1ccc(Cl)c(C(=O)O)c1
    0%, -3%, -20%
> COc1ccc(-c2c(-c3cc(OC)cc(OC)c3)n(C)c3ccc(-c4ccc5cc[nH]c5c4)cc23)cc1
    ?, ?, -14%
> Cc1cc2ccccc2n1CCNC(=O)c1ccccc1
    ?, ?, -1%
> COc1ccccc1CC(=O)NC1CC(C)(C)NC(C)(C)C1
    6%, 11%, 2%
> O=C(CNCc1ccccc1Cl)NCc1ccco1
    -27%, -7%, -6%

Entries of single compounds as entered above. Order of values: DT40 TDP1 no CPT, TDP1 cell CPT, GCN5L2 inh
`N#Cc1ccsc1NC(=O)COC(=O)CCCSc1nc2ccccc2s1` is listed with -17%, -19%, -17%
`CCc1ccccc1NC(=O)c1nnn(CC(=O)Nc2ccccc2C)c1N` is listed with 7%, 1%, -4%

Continued.
Below each compound – DT40 TDP1 no CPT, TDP1 cell CPT, GCN5L2 inh
> CC(=O)OCC(COC(C)=O)OC(C)=O
    -9%&-5%&-2%, -29%&15%&-2%, -5%&-18%&8%
> O=C(O)CCC(=O)NNC(=O)c1ccc(-c2ccccc2)cc1
    -20%, -6%, -4%
> O=C(CCC(=O)Nc1ccccc1)NNC(=O)C(c1ccccc1)c1ccccc1
    -18%, -5%, -2%
> CC(C)OC(=O)Cn1c(=O)sc2ccccc21
    -2%, 0%, 0%
> COc1ccccc1C(=O)N1CCCC(C)(C(=O)NS(=O)(=O)C2CC2)C1 (stereo not given)
    1.6µM*, ?, .
> Cc1cc(N2CCN(C)CC2)ccc1NC(=O)c1cccc(S(=O)(=O)N2CCc3ccccc3C2)c1
    18µM*, 23µM*, -3%
> CC(C)CCn1cnc2c1c(=O)[nH]c(=O)n2Cc1ccccc1
    -23%, -7%, 3%
> CCOc1cc(CNCC(O)c2ccccc2)cc(Cl)c1OC (stereo not given)
    -23%, ?, 2%
> CCN(CC)CCN1C(=O)C(O)=C(C(=O)c2cccs2)C1c1ccc(C)o1 (stereo not given)
    -3%, -7%, 2%
> CCN1CCN(CCCNC(=O)c2cn(CCOC)c(=O)c3c2c2ccccc2n3C)CC1
    -12%, -10%, -19%
> Cc1ccccc1NC(=O)c1cccc(NC(=O)c2ccccc2C(=O)O)c1
    2%, 13%, .
> COc1ccc([N+](=O)[O-])cc1C1NN=C(c2cccc3ccccc23)S1 (stereo not given)
    ?, ?, 0%
> Cc1ccc(-n2ncc(C(=O)O)c2C2CCN(C(=O)OC(C)(C)C)CC2)cc1
    -29%, -9%, -8%
> CCC(C)NC(=O)c1nn(C)c(=O)c2ccccc12 (stereo not given)
    -9%, 1%, -9%
> COc1ccccc1OCCCn1c(C)c(C#N)c2ccccc21
    26µM*, 21µM*, -17%
> O=c1[nH]c(Nc2ccc3c(c2)OCCO3)nnc1Cc1ccc(Cl)cc1
    ?, ?, -8%
> COc1ccccc1Oc1ccc(NC(=O)c2ccccc2C)cc1
    23µM*, ?, 2%
> CCn1c2ccccc2c2cc(CNCc3ccc(OC)cc3OC)ccc21
    10µM*, ?, 0%
> CCN1C(=NCCCOC(C)C)N[C@@H](c2ccccc2)[C@H](C(=O)OC)[C@H]1C
    ?, ?, -5%&1%
> Cc1cc(NC(=O)/C=C/C(=O)N(CC(=O)NC2CCCC2)c2cccc3ccccc23)no1
    -3%, -4%, 1%
> CCCCC(CC)C(=O)Nc1ccccc1C#N (stereo not given)
    -14%, -17%, 0%
> CCOC(=O)CNC(=O)CCNS(=O)(=O)c1ccc2c(c1)c(=O)n(C)c(=O)n2C
    4%, -6%, -6%
> Cc1ccc(C(=O)c2ccc(N3CCOCC3)c(F)c2)cc1
    ?, ?, -9%
> Cc1ccccc1NC(=O)c1cc(S(=O)(=O)N2CCOCC2)cs1
    -12%, -3%, -4%
> CC(=O)c1cccc(NC(=O)N2CCc3ccccc3C2)c1
    -15%, -4%, -3%
> COc1ccc(OC)c(NC(=O)Nc2ccc(Cl)cc2)c1
    -27%, -22%, -25%
> Cc1ccc(CSc2nnc(CNc3ccc(F)cc3)o2)cc1
    -22%, 3%, -11%
> Cc1ccc(C)c(Cn2c(=O)n(Cc3ccc4c(c3)OCO4)c(=O)c3oc4ccccc4c32)c1
    -13%, -6%, -7%
> Cc1ccc(CN(C(=O)N2CCN(C)CC2)S(=O)(=O)c2ccc(C)cc2)cc1
    0%, 16%, 2%
> O=S(=O)(c1ccc(Cl)cc1)N1CCN(C(=S)Nc2ccc(F)c(Cl)c2)CC1
    ?, ?, -5%

Arranged by molar mass (high to low): five of the compounds above
Below each compound – DT40 TDP1 no CPT, TDP1 cell CPT, GCN5L2 inh
> CCN1CCN(CCCNC(=O)c2cn(CCOC)c(=O)c3c2c2ccccc2n3C)CC1
    -12%, -10%, -19%
> CCOC(=O)CNC(=O)CCNS(=O)(=O)c1ccc2c(c1)c(=O)n(C)c(=O)n2C
    4%, -6%, -6%
> CCOc1cc(CNCC(O)c2ccccc2)cc(Cl)c1OC (stereo not given)
    -23%, ?, 2%
> COc1ccc(OC)c(NC(=O)Nc2ccc(Cl)cc2)c1
    -27%, -22%, -25%
> CCCCC(CC)C(=O)Nc1ccccc1C#N (stereo not given)
    -14%, -17%, 0%

Next entries
Below each compound – DT40 TDP1 no CPT, TDP1 cell CPT, GCN5L2 inh
> O=S(=O)(c1ccc(Cl)s1)N1CCCCC1
    8%, 2%, -22%
> C=C(C)Cn1c2ccc(NC(=O)NCc3ccc(F)cc3)cc2c(=O)n1C
    -26%, -15%, .
> CC1(C(=O)Nc2ccc3c(c2)OCCO3)CCN1C(=O)C1(c2ccc(Cl)cc2)CC1 (stereo not given)
    ?, ?, .
> Cc1ccc(C2=NN(C)c3nc4ccccc4n3C2)cc1
    ?, 18µM*, -4%[0.501 µM]
> CCCCNc1cc(=O)n(C)c(=O)n1C
    -3%, -4%, -15%
> CC1(C)c2ccccc2N(CC(N)=O)C12C=Cc1ccccc1O2 (stereo not given)
    -44%, 7%, -6%
> Cc1ncc2c(c1CNC(=O)/C=C/c1cccs1)CCN(C(=O)c1c(C)noc1C)C2
    -13%, 16%[9.04 µM], .
> NC1=Nc2cccc3cccc1c23
    16µM*, ?, -1%
> COc1ccc(C(=O)/C=C/Nc2cccc(C)n2)cc1OC
    -14%, ?, -8%
> N#Cc1ccc(/C=C2\CCn3c2nc2cc(C(=O)O)ccc2c3=O)cc1
    -12%, -18%, -5%
> COc1ccc(CNC(=O)c2cnc3n(c2=O)CCS3)cc1
    -19%, -5%, -6%
> N#CCC(=O)N/N=C\c1ccc(OC/C=C/c2ccccc2)cc1
    4%, -10%, ?
> CC1CCCCN1S(=O)(=O)c1ccc(C(=O)Nc2nnc(C3=COCCO3)o2)cc1 (stereo not given)
    -72%, -74%, -3%
> Cc1cc(-c2ccccc2)[nH]c(=O)c1S(=O)(=O)c1ccc(Cl)cc1
    -23%, ?, -7%
> NS(=O)(=O)c1ccc(NC(=O)C2(c3ccccc3)CCCC2)cc1
    -26%, 0%, -7%
> COc1ccc(OC)c(NC(=O)c2ccccc2N(Cc2ccccc2)S(C)(=O)=O)c1
    ?, 15µM*, -2%
> COc1cc(OC)cc(C(=O)NC2CC(C)(C)NC(C)(C)C2)c1
    6%, 0%, 1%
> COc1ccc(C(=O)N2c3cc4c(cc3C(C)=CC2(C)C)OCO4)cc1
    ?, ?, -6%
> CCCCc1nc(C(N)=O)c2[nH]c(=O)n(-c3ccc(OCC)cc3)c2n1
    0%, 18%, -2%
> CN1CCN(CC(=O)Nc2cc(S(=O)(=O)N3CCOCC3)ccc2Cl)CC1
    1%, -21%, -4%
> COc1ccccc1C(=O)NCCC(=O)NCC(c1ccccc1OC)N1CCCC1 (stereo not given)
    -4%, -3%, -7%
> CC1CN(c2nc3ccccn3c(=O)c2/C=C(\C#N)S(=O)(=O)c2ccccc2)CC(C)O1 (stereo not given)
    ?, -1%, -4%
> S=C1N(c2ccccc2)C(c2ccccc2)N2CCCN12 (stereo not given)
    -28%, 1%, -9%
> COc1ccc(N2CCN(S(=O)(=O)CCNC(=O)c3ccc(OC(C)C)cc3)CC2)cc1
    -18%, -2%, -9%
> O=C(COc1ncnc2sccc12)Nc1ccc2c(c1)OCCO2
    -26%, -2%, 0%
> Cc1csc(NC(=O)CNC(=O)OCc2ccccc2)n1
    -15%, -1%, 1%
> CC(C)OC(=O)c1cc2c(ccn2C)n1CC(=O)N1CCC(Cc2ccccc2)CC1
    21µM*, ?, -14%
> C#CCOCCOCCOCCNc1nc(N2CCN(C(=O)CCCCCCCCCCNC(=O)[C@@H](CCSC)n3cc(CCO)nn3)CC2)nc(N2CCN(C(=O)CCCCCCCCCCNC(=O)[C@H](CCCN=C(N)N)n3cc(C[C@@H](C)CC)nn3)CC2)n1
    ?, 26µM*, -6%
> CCN(CC)S(=O)(=O)c1cc(C(=O)OCC(=O)Nc2cccc(C)c2C)ccc1F
    -10%, -7%, -10%
> CC(C)C(NC(=O)c1ccccc1F)C(=O)NCc1ccccc1 (stereo not given)
    ?, ?, -3%
> COc1cccc(OC)c1C(=O)Nc1cccc(-n2cnnn2)c1
    -5%, 4%, 0%
> Cc1ccc(S(=O)(=O)N(C)CC(=O)O/N=C(\N)c2cccc(Br)c2)cc1
    7%, -1%, -16%
> COc1ccc(/C=N/N2CCN(C)CC2)cc1OC
    0%, 15%, -4%
> CC(C)(C)OC(=O)N1CCc2onc(-c3ccc(N)cc3)c2C1=O
    -29%, -8%, .
> Cc1ccc(O)c(NC(=O)c2cc(-c3cccs3)on2)c1
    -25%, 3%, -5%
> CCC(C)NC(=O)c1ccc2c(c1)N(Cc1ccccc1)C(=O)c1ccccc1S2 (stereo not given)
    -25%, -15%, 3%
> O=C(/C=C/c1ccco1)Nc1ccccc1C(=O)Nc1cccc(C(=O)O)c1
    2%, 13%, -2%
